# ELG1 genotox – qHTS screen for small molecules that induce genotoxicity in human embryonic kidney (HEK293T) cells expressing luciferase-tagged ELG1 | HEK293T ELG1-luciferase reporter, luminescence, 16 h | Potency, µM (series often up to 46 µM), for the others: at the top dose activity change, positive = activation, actives largely listed as activators | 330,000 tested, 1.3% active | AID 504466, 2011; note: potency is the fitted concentration of half-maximal effect; % of control where 0% means no effect; nearly all actives have a fitted effect of over 60% in size
#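 Reporter readout depends on ELG1 protein level, which increases with genetic stress. After 16 hr compound exposure at 37 °C, luciferase activity was quantified using ONE-Glo.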
# VP16 counter – VP16 counterscreen qHTS for inhibitors of ROR gamma transcriptional activity; Drosophila S2 Gal4-VP16 UAS-luciferase, luminescence, 20 h; Potency, µM (titrated, usually from 53.6 µM), for the others: at the highest dose activity, negative = inhibition, actives largely listed as inhibitors; 310,000 tested, 3.5% active; AID 2546, 2010;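 note: Gal4-VP16 expression switched on by copper sulfate through the metallothionein promoter; potency is the fitted concentration of half-maximal effect; % is set by controls: 0 for no effect and ±100 for the full control effect; nearly all actives have a fitted effect of over 50% in size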
# FLuc modulator – qHTS profiling assay for firefly luciferase inhibitor/activator using purifed enzyme and Km concentrations of substrates (counterscreen for miR-21 project); purified FLuc, Km substrates, luminescence inhibition; Luciferin 4-monooxygenase (Photinus pyralis), P08659; 360,000 tested, 6.9% active; Potency, µM (titrated, usually from 57.5 µM), inactives show top-dose activity change, negative = inhibition, most hits filed as inhibitors;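 note: potency is the fitted concentration of half-maximal effect; plate controls were vehicle for no effect and reference inhibitor for full effect; nearly all actives have a fitted effect of over 55% in size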
#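 Purified P. pyralis luciferase, 10 nM final, with Km-level 10 uM D-luciferin and 10 uM ATP in 50 mM Tris acetate pH 7.5, 10 mM Mg acetate, 0.01% Tween-20, 0.05% BSA; 6-point qHTS titration about 60 µM downward; luminescence read.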
# Rab9 prom act – qHTS Assay for Rab9 Promoter Activators; Huh7 Rab9 promoter-luciferase reporter, luminescence, 24 h; Potency, µM (highest dose often 9.22 µM), inactives show top-dose activation, negative = inhibition, usual class: activators; 320,000 tested, 2.8% active; AID 485297, 2010; note: potency is the fitted concentration of half-maximal effect; % of control where 0% means no effect; nearly all actives have a fitted effect of over 60% in size
#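 Stable Rab9-luc Huh7, 1500 cells/well, 2 h settle; cmpd in DMSO, 24 h, 37 °C/5% CO2; luciferase reagent 10 min RT; luminescence.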
# FBPA coupling cs – qHTS Assay for Inhibitors of Fructose-1,6-bisphosphate Aldolase from Giardia Lamblia: Coupling assay counterscreen; coupling enzyme system counterscreen, AmpLite Red fluorescence; activity change, negative = inhibition, % at 58.2 µM, hits read low; 290,000 tested, 0.67% active; in the data active = activity change below about -30%; note: % is set by controls: 0 for no effect and ±100 for the full control effect
#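 Activity here indicates interference with the coupling reaction, not aldolase inhibition. Compounds at 57.5 uM final met coupling enzymes for 10 min at RT; substrate and AmpLite Red detection followed, with a 525/598 nm fluorescence read after 20 min.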
# NPC1 prom act – qHTS Assay for NPC1 Promoter Activators; Huh7 NPC1 promoter luciferase reporter, 24 h; Potency, µM (doses to about 9.22 µM), without a hit: top-dose activation, usual class: activators; 320,000 tested, 2.4% active; AID 485313, 2010;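 note: potency is the fitted concentration of half-maximal effect; % of control where 0% means no effect; nearly all actives have a fitted effect of over 60% in size; reporter is driven by a mutant NPC1 promoter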
#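 Quantitative HTS used a cell-based reporter: Huh7 cells stably bearing the NPC1 promoter upstream of luciferase were treated with compounds for 24 h, and promoter activation was read as luminescence.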
# Tb PFK inh – qHTS Assay to Find Inhibitors of T. brucei phosphofructokinase | ATP-dependent 6-phosphofructokinase (Trypanosoma brucei brucei), O15648 | T. brucei PFK, ADP-Glo luminescence | Potency, µM (top dose mostly 57.5 µM), for the others: at the highest dose activity, negative = inhibition, actives largely listed as inhibitors | 330,000 tested, 0.17% active;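 note: potency is the fitted concentration of half-maximal effect; 0% = uninhibited 1x PFK enzyme wells and -100% = no-enzyme wells; nearly all actives have a fitted effect of over 60% in size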
# Target sequence (O15648 whole entry, looked up): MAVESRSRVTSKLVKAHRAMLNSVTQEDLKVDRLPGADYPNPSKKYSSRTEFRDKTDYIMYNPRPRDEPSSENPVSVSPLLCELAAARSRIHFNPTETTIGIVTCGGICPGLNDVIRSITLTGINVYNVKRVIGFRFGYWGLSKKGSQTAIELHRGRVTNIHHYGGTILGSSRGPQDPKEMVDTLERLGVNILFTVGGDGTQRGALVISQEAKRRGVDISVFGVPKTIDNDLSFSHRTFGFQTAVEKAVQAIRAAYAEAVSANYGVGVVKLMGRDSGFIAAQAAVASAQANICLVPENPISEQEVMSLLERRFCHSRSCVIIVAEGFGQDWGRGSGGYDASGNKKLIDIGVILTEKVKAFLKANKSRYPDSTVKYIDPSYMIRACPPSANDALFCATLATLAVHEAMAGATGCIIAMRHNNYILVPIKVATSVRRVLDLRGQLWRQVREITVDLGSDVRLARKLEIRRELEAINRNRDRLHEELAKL
#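 ADP-Glo luminescence quantified ADP after 45 min at room temperature, with 1.25 nM T. brucei PFK, 0.1 mM ATP and 0.5 mM fructose-6-phosphate in pH 8.0 TEA buffer. qHTS titrations up to 57 µM; curves classified by quality.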
# Giardia killer – Small Molecules that selectively kill Giardia lamblia: qHTS | 340,000 tested, 0.15% active | activity change, % at 7.66 µM, hits read low | Giardia lamblia trophozoite viability; in the data active = activity change below about -80%; inconclusive = between about -30% and that limit;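 note: parasites exposed to compound for two days anaerobically before the ATP read; % is set by controls: 0 for no effect and ±100 for the full control effect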
#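 Killing of trophozoites was scored by loss of ATP luminescence after a 48 hrs anaerobic exposure to compounds at 37 deg C, using 100 cells per well.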
# KCNH2 3.1 inh – qHTS for Inhibitors of KCHN2 3.1: Mutant qHTS. Potassium voltage-gated channel subfamily H member 2, brain isoform KCNH2 3.1 (human). U2OS KCNH2 3.1, thallium flux FluxOr; active compounds read low. activity change, % (tested at about 1.8 µM). 340,000 tested, 0.95% active;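 active = maximum activity change below -70%; inconclusive = maximum activity change from -70% to -50%; inactive = maximum activity change above -50%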;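 note: thallium influx rate constant from kinetic fluorescence after stimulation buffer; % is set by controls: 0 for no effect and ±100 for the full control effect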
#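 Virally transduced U2OS (3.1 isoform, 4 h infection in dark at RT) → overnight 37 C → FluxOr + Red40 in HBSS/HEPES, 45 min → stimulation buffer, 2 min kinetic read → rate constant vs DMSO controls.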
# RORgamma inh – qHTS for inhibitors of ROR gamma transcriptional activity | Drosophila S2 Gal4-RORgamma UAS-luciferase reporter, 20 h | Potency, µM (series often up to 53.6 µM), inactives show top-dose activity change, negative = inhibition, actives largely listed as inhibitors | 310,000 tested, 5.4% active; note: potency is the fitted concentration of half-maximal effect; % is set by controls: 0 for no effect and ±100 for the full control effect; nearly all actives have a fitted effect of over 60% in size
# Target sequence (P51450 whole entry, looked up, the tested form may be a part): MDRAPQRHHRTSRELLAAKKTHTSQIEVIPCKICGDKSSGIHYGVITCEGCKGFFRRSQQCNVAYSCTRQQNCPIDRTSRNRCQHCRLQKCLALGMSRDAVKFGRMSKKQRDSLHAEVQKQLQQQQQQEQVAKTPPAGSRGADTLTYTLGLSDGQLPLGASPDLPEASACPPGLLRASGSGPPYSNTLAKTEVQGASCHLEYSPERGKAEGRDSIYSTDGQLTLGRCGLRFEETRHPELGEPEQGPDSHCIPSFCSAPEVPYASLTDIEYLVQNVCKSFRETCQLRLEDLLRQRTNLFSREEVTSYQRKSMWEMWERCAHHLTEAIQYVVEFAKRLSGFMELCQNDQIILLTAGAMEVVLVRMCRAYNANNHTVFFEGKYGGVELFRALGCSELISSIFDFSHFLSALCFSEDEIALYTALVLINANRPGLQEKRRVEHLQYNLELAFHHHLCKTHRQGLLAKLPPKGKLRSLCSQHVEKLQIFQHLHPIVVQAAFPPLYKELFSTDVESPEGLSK
#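 Compounds are pin-transferred onto Drosophila Schneider cells expressing a copper-inducible Gal4–ROR gamma transactivation domain fusion. After 1 hr, copper sulfate is added to 700 uM final; luciferase is read 20 hr later.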
# uPA surface inh – qHTS for Inhibitors of Cell Surface uPA Generation. cell surface uPA generation assay, qHTS. Potency, µM (top dose mostly 38.3 µM), without a hit: top-dose activity change, negative = inhibition, hits mostly inhibitors. 330,000 tested, 0.31% active. AID 540303, 2011; active = well fitted inhibition curve with a large enough effect; inconclusive = small, poorly fitted or top-dose-only effect; inactive = no such curve, though single readings can be large or run the other way; tested in mouse RAW 264.7 cells; note: potency is the fitted concentration of half-maximal effect; % is set by controls: 0 for no effect and ±100 for the full control effect; nearly all actives have a fitted effect of over 55% in size
# * marks the source's active call; other numbers are inactive results; ? = inconclusive; . = no result given; & = joins results of further samples; [ ] = another dose, or the depositor's remark. Unless noted, calls come from the whole dose curve; as a rule, active = well fitted curve in the direction sought with a large enough effect; inconclusive = small, poorly fitted or top-dose-only effect, or another doubt; inactive = no such curve, though single readings can be large; an effect the other way counts as inactive or inconclusive.
structure,ELG1 genotox,VP16 counter,FLuc modulator,Rab9 prom act,FBPA coupling cs,NPC1 prom act,Tb PFK inh,Giardia killer,KCNH2 3.1 inh,RORgamma inh,uPA surface inh
COc1ccccc1/C=C/C=N/NC(=O)CN1CCN(S(=O)(=O)c2ccc(C)cc2)CC1,7%,?,-17%,-2%,2,-4%,0%,-6,-46,16µM*,-6%
O=C(NCc1cccnc1)c1ccc(=O)oc1,4%,-17%,-1%,0%,-2,0%,2%,-5,2,1%,-1%
Cc1cccc(NC(=S)N2N=CCC2c2ccccc2)c1 (stereo not given),?,?,21µM*,20%,1,?,1%,-18,18,0%,0%
O=C(Oc1ccc([N+](=O)[O-])cc1)c1cccnc1,0%,-11%,2%,2%,-1,-1%,2%,-20,3,1%,0%
CC(/C=N\NC(=O)CN1CCN(Cc2ccccc2)CC1)=C\c1ccco1,-1%,3%,5%,-4%,-10,-1%,0%,6,-25,11%,-5%
O=C(OCc1nnc(-c2ccccc2)o1)c1ccc2c(c1)C(=O)N(CCc1ccccc1)C2=O,-2%,2%,1%,-10%,-1,-2%,-3%,5,2,-2%,-4%
CC(C)N1CCN(Cc2ccc(OCc3ccccc3)cc2)CC1CCO (stereo not given),-2%,-2%,4%,4%,4,1%,-6%,-11,-18,1%,-10%
O=c1ccc(Oc2nc(N3CCOCC3)nc(N3CCOCC3)n2)n[nH]1,1%,-8%,6%,3%,2,2%,0%,-1,2,-8%,-2%
Cc1ccc(NC(=O)c2nc[nH]c2C(=O)N2CCC(C)CC2)cc1,4%,?,-3%,1%,-1,-1%,5%,-25,-134*,8.9µM*,-7%
Cc1c(C(=O)C(=O)NCCc2ccc(S(N)(=O)=O)cc2)c2ccccc2n1C,2%,-1%,7%,-5%,8,-2%,2%,-1,-2,3%,4%
Cc1cc2c(OCC(O)CN3CCCCC3)cccc2[nH]1 (stereo not given),-2%,-10%,2%,-3%,1,-1%,-2%,-13,-2,-7%,1%
Cc1ccc(CNc2oc(C)nc2C#N)cc1,-1%,-3%,1%,5%,3,-2%,-2%,-25,-1,21%,-3%
COCC1CCCN(C(=O)c2ccc3oc(Cc4ccc(Cl)cc4)nc3c2)C1 (stereo not given),-5%,-21%,-13%,9%,.,0%,-8%,?,7,?,1%
CCCCSc1nc(C)nc2c1c(=O)n(C)c(=O)n2C,?,-7%,-11%,-2%,0,3%,-1%,17,-13,-3%,-2%
CN(c1ccccc1)S(=O)(=O)c1cccc(NC(=O)COc2cccc([N+](=O)[O-])c2)c1,-4%,.,.,1%,.,-3%,-4%,-9,-26,.,-1%

# Overlap with the part before: 5 compounds, then new ones.
structure,ELG1 genotox,VP16 counter,FLuc modulator,Rab9 prom act,FBPA coupling cs,NPC1 prom act,Tb PFK inh,Giardia killer,KCNH2 3.1 inh,RORgamma inh,uPA surface inh
Cc1cc2c(OCC(O)CN3CCCCC3)cccc2[nH]1 (stereo not given),-2%,-10%,2%,-3%,1,-1%,-2%,-13,-2,-7%,1%
Cc1ccc(CNc2oc(C)nc2C#N)cc1,-1%,-3%,1%,5%,3,-2%,-2%,-25,-1,21%,-3%
COCC1CCCN(C(=O)c2ccc3oc(Cc4ccc(Cl)cc4)nc3c2)C1 (stereo not given),-5%,-21%,-13%,9%,.,0%,-8%,?,7,?,1%
CCCCSc1nc(C)nc2c1c(=O)n(C)c(=O)n2C,?,-7%,-11%,-2%,0,3%,-1%,17,-13,-3%,-2%
CN(c1ccccc1)S(=O)(=O)c1cccc(NC(=O)COc2cccc([N+](=O)[O-])c2)c1,-4%,.,.,1%,.,-3%,-4%,-9,-26,.,-1%
COC(=O)c1cccc2nc3c(C(C)O)cccc3nc12 (stereo not given),0%,-15%,?,12%,-3,9%,-14%,-5,-4,1%,-11%
CC(=O)c1cn(CC(=O)Nc2ccccc2F)c2ccccc12,-3%,?,0%,-8%,0,-3%,0%,11,13,?,0%
O=C(c1cc2ccccc2o1)c1nc2c(n1O)CCCCC2,?,?,-23%,?,-2,?,?,-5,-11,?,-3%
CN(C)S(=O)(=O)c1ccc(C(=O)Nc2ccccc2C(=O)NCCCN2CCOCC2)cc1,-3%,.,-3%,-6%,.,1%,-4%,-2,11,.,-3%
COc1ccc(CCN2CC(C(=O)OCC(=O)N(C)Cc3ccccc3)CC2=O)cc1OC (stereo not given),0%,.,-2%,0%,.,-3%,-9%,36[activator],-6,.,-5%
CCOc1ccc(NC(=O)c2sc3nc4n(c(=O)c3c2C)CCC4)cc1,1%,-11%,-24%,0%,-1,-2%,-1%,12,14,8%,0%
N#Cc1c(-c2ccccc2)cc(-c2ccccc2)nc1SCC(=O)NCC(=O)O,0%,4%,?,-8%,13,-2%,-19%,?,0,3%,0%
CSc1ccccc1C(=O)NC1CCCN(Cc2ccccc2F)C1 (stereo not given),0%,12%,0%,3%,4,2%,-3%,17,-4,-17%,-1%
O=C(Nc1ccccc1N1CCCCC1)C1CCN(S(=O)(=O)c2ccccc2C(F)(F)F)CC1,-30%,.,8%,-5%,.,-2%,-1%,-15,-26,.,3%
CCOC(=O)CN(c1ccccc1)S(=O)(=O)c1ccc(F)cc1,-1%,8%,-6%,-1%,7,-6%,-4%,-4,.,1%,-5%
CCOc1ccc(CNC(=O)c2ccc(Sc3ccc(Cl)cc3)c(NC(C)=O)c2)cc1,-6%,2%,-17%&5%,-11%,-1,-1%,-4%,-15,7,0%,-10%
O=C(O)CSc1nc2sc3c(c2c(=O)n1-c1ccccc1)CCC3,-3%,-2%,0%,-8%,13,0%,3%,?,-9,-11%,-1%
O=c1c2ccsc2ncn1Cc1ccc(Cl)cc1,2%,-3%,0%,2%,0,-5%,-23%,-4,11,2%,2%
O=C(Nc1nc(-c2cccs2)cs1)c1ccc([N+](=O)[O-])o1,2%,.,?,6%,.,19%,0%,-82*,0,.,?
O=C(COC(=O)CCS(=O)(=O)c1ccc(Cl)cc1)NCCc1ccccc1,0%,4%,0%,-3%,2,-1%,-8%,-18,-7,5.6µM*,0%
COc1ccc(N2CCN(C(=S)NC(C)c3ccccc3)CC2)cc1 (stereo not given),-3%,10%,-1%,-3%,-3,-4%,-1%,0,9,-18%,2%
O=C(c1ccc(Cl)cc1)c1cnc(Nc2ccccc2Cl)s1,?,-21%,1.5µM*,1.1µM*,-2,1.8µM*,2%,-23,1,?,.
O=C(NCC(=O)N1CCN(S(=O)(=O)c2c(F)cccc2F)CC1)c1ccccc1F,-2%,.,0%,-4%,.,-2%,-3%,8,0,.,-8%
CCCCOc1ccc(C(=O)N/C(=C\c2cccc([N+](=O)[O-])c2)C(=O)OCc2ccco2)cc1,4%,-10%,5%,-2%,0,-1%,3%,9,-75*,-13%,-2%
Fc1ccc(NC(=S)Nc2ccccc2N2CCOCC2)cc1Cl,-2%,?,4%,2%,-2,0%,?,13,6,?,4%
O=C1CC(c2ccccc2F)c2cc3c(cc2N1)CCC3 (stereo not given),-4%,-8%,3%,-19%,2,-30%,4%,4,21,6%,?
CC(C)C[C@H](NC(=O)c1nc[nH]c1C(=O)N1CCN(C(=O)OC(C)(C)C)CC1)C(=O)OC(C)(C)C,-11%,?,-3%,20%,-1,-4%,4%,47[activator],12,2.8µM*,-18%
CCN1CCCC1Cn1cnc2c([nH]c3ccc(C)cc32)c1=O (stereo not given),-1%,-7%,-10%,-3%,3,-4%,2%,27,-10,0%,-2%
N#Cc1ccccc1/C=N/Nc1nc(-c2ccccc2)c2cc(Br)ccc2n1,15%,-25%,6%,0%,2,1%,-3%,-14,-10,11µM*,0%
COCCC(=O)N1CCC(Oc2ccc(C(=O)NCCn3cccn3)cc2)CC1,-1%,11%,1%,16%,0,3%,0%,19,12,15%,9%
